INS-1E GSIS act – GLuc luminescence reporter in INS-1E cells, primary screen for activators of glucose-dependent secretion of insulin; INS-1E GLuc reporter insulin secretion, 2-3 h; activation, % at 16.6 µM; 0.61% of 370,000 active;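 active means lowest replicate activation of at least 40%, so every replicate reaches that level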;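 further: 0% = median of neutral control wells and 100% = median of IBMX positive control wells; some compounds called inactive have numbers as strong as hits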
Statin myotox sup – suppressors of simvastatin-induced myotoxicity in C2C12 myotubes | ATP luminescence, 48 h; scaled: DMSO 0, geranylgeraniol control 100 | rescue of ATP level, % at 7.49 µM | 0.78% of 330,000 active | AID 602340;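 active means mean ATP rescue above about 67%, or every replicate alone reaching that limit, limit read from the data, passing the limit was not always enough; inconclusive means no clear call, values can overlap the other calls; inactive means mean under the limit and some replicate under it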;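 further: myotubes were challenged with 10 µM simvastatin during compound exposure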
CFTR F508del cor – correctors of CFTR F508del function in bronchial epithelial cells; CFBE cells, YFP halide quenching; stimulated with forskolin plus potentiator P3; % fluorescence drop versus neutral controls; activity (quench increase), % at 7.58 µM; 0.36% of 350,000 active; AID 720511;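 active means mean added fluorescence quench of at least 8% versus neutral control, with both replicates also reaching 8%; inconclusive means only one of the mean or replicate conditions met; inactive means mean below 8% and not both replicates reaching 8%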;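 further: cells transiently co-express mutant CFTR-F508del with the halide-sensitive YFP; corrector assay measuring rescue of mutant channel to the surface after 24 h compound exposure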
PGC1a acetyl inh – lowers PGC1a acetylation signal in U2OS cells; AlphaScreen anti-acetyl-lysine; with virally co-expressed GCN5 acetyltransferase; AID 651687; inhibition, % at 15.6 µM; 0.17% of 350,000 active;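 active means every replicate shows inhibition of at least 40%; inconclusive means mean inhibition at least 40% but some replicate below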;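 further: 0% = neutral control wells and 100% = positive control wells; some results beyond the cut were filed as inactive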
FN deposit inh – fibronectin deposition inhibition; inhibition, % at 12.6 µM; 0.086% of 350,000 active; AH1F fibroblasts, Alexa488-fibronectin deposition fluorescence, overnight;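 active means mean inhibition across replicates of 30% or more, regardless of how many single replicates reach that level; inconclusive means mean under 30% yet at least half of replicates reach 30%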;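 further: positive control wells lacked labelled fibronectin entirely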
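Measured by – fluorescence 485/525 nm · System – AH1F fibroblast monolayer, labelled fibronectin deposition · Amount – 10000 cells per well · Buffer or medium – serum-reduced DMEM (2% serum) · Doses – single dose, pinned · Also added – fluorescent fibronectin at 24 nM final · Schedule – 1 h cell attachment, overnight exposure to compound and label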
PglD inh – PglD (C. jejuni) enzyme inhibition; purified PglD enzyme, DTNB colorimetric CoA detection; inhibition, % at 12.5 µM; 0.098% of 360,000 active; AID 602405; in the data active means inhibition above about 16%, passing the limit was not always enough; inconclusive means no clear call, values can overlap the other calls; further: strong numbers were not always called active
Cneo AK release – Cryptococcus neoformans lysis via adenylate kinase release; C. neoformans lysis, adenylate kinase release luminescence, 4 h; normalised: neutral wells 0, clomiphene wells 100; lysis activity, % at 15 µM; 0.2% of 360,000 active;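 active means mean lysis activity across replicates of at least 80%, whatever share of replicates individually reach that level; inactive means mean lysis activity below 80%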
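Material: C. neoformans cells | Amount: Yeast cell density of 5 × 10^6 cells/mL | Medium: Fresh YPD growth medium | Dosing: Single dose | Times: Static 4 h at 37 °C with compound, 1 h detection | Detection: AK luminescence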
miR122 inh – blocks miR-122 activity in Huh7 sensor cells | activation (reporter increase), % at 12.5 µM | Huh7 miR-122 Renilla luciferase sensor, 48 h; neutral wells = 0, positive control = 100 | AID 602342 | 0.3% of 340,000 active;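 active means mean replicate activation score at least 90 and every replicate individually at or above 90; inconclusive means only one of the two criteria met; inactive means neither criterion met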;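 further: higher luciferase means less miR-122 activity so hits act as miR-122 inhibitors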
Numbers without * were called inactive; u = inconclusive; x = not tested or not shown; & = joins results of further samples; [ ] = another dose, or the depositor's remark. The order is random; any-hit rate near 2.1%.

The line under a structure holds: INS-1E GSIS act	Statin myotox sup	CFTR F508del cor	PGC1a acetyl inh	FN deposit inh	PglD inh	Cneo AK release	miR122 inh
1. CCN1C(=O)[C@@H]2[C@@H](c3ccc(-c4ccc(Cl)c(Cl)c4)cc3)N3CCC[C@@]3(C(=O)OC)[C@@H]2C1=O
    x	-4	-1.5	7	6	0	10	0
2. NC1=C(Br)C(=O)c2ncccc2C1=O
    -10	x	-4.6	87*	9	x	x	10
3. CO[C@@H]1CN(C)C(=O)c2ccc(NC(=O)C3CCOCC3)cc2OC[C@H](C)N(Cc2nccs2)C[C@@H]1C
    5	2	1.8	4	-9	3	-4	x
4. Cc1ccccc1C(=O)NN1CC(C(=O)OCc2ccc(Cl)c(Cl)c2)CC1=O (stereo not drawn)
    6	1	-0.5	x	x	-16	12	x
5. Cc1ccc(NC(=O)CSc2nn3c(=O)c(C)nnc3s2)cc1Cl
    13	-2	1.0	x	1	5	3	x
6. C[C@@H]1CN([C@@H](C)CO)C(=O)c2cc(NC(=O)Nc3ccccc3)ccc2O[C@@H](C)CCCCO[C@@H]1CN(C)Cc1ccc2c(c1)OCO2
    -22	x	1.5	1	7	1	-1	-2[16.7 µM]
7. COC(=O)C1CCN(c2ccc([N+](=O)[O-])cc2[N+](=O)[O-])CC1
    5	x	0.7	-3	-5	x	x	x
8. COc1ccc(C(=O)COC(=O)c2ccc3c(c2)OCCO3)c(OC)c1
    6	1	-0.9	x	-8	-2	-4	-6
9. O=C(O)CCc1ccc(-c2cccs2)o1
    x	-3	x	-8	x	4	2	4
10. CCN(C(=O)COC(=O)c1[nH]c(C)c(C(C)=O)c1C)C1CCS(=O)(=O)C1 (stereo not drawn)
    x	15	x	4	9	1	-2	41
11. CS/C(=N\S(=O)(=O)c1cccs1)Nc1ccc(Br)cc1F
    -5&-12	-4&-1	1.0	-14&5	9&5	13&0	-1&0	4&-2
12. C=CCN(c1ccccc1)S(=O)(=O)c1cccc(C(=O)Nc2ccc(N3CCOCC3)cc2)c1
    -1	-17	2.3	x	0	-1	1	-3
13. COc1ccc(C(=O)N/C(=C\c2cccc([N+](=O)[O-])c2)C(=O)Nc2cccc(C(=O)O)c2)cc1
    12	x	-2.3	-1	0	x	x	x
14. CCc1nnc(NC(=O)c2ccc(Cl)c(S(=O)(=O)N3CCc4ccccc4C3)c2)s1
    15	x	0.9	x	-3	-12	0	8
15. O=c1[nH][nH]c(-c2ccccc2)c1C=Nc1ccccc1
    x	13	x	4	6	0	-1	-6
16. CC(C)C#Cc1cnc2c(c1)C(=O)N([C@H](C)CO)C[C@@H](C)[C@H](CN(C)Cc1cncnc1)O2
    -3	10	1.4	4	x	5	10	7[16.7 µM]
17. Cc1ccc(-c2[nH]ncc2CNCCc2cnn(-c3ccccc3)c2)cc1C
    1	-8	-1.5	2	-6	3	4	-9
18. COc1ccc(S(=O)(=O)N2CCCC(C(=O)NCc3ccccn3)C2)cc1Cl (stereo not drawn)
    8	28	4.4	9	x	5	2	-4
19. CC1(C)CC(=O)C(CCCN2C(=O)c3ccccc3C2=O)C(=O)C1
    13	1	x	-22	1	-3	-5	3
20. O=C(NCC[C@H]1CC[C@@H](NC(=O)C2CCCC2)[C@H](CO)O1)c1cnccn1
    1	7	-0.9	0	-7	0	-2	-8[16.7 µM]
21. CC(=O)Nc1ccc(S(=O)(=O)Nc2nc3ccccc3nc2Nc2ccc(O)c(C(=O)O)c2)cc1
    26	15	-1.1	4	11	0	-1	-1
22. CCCCC(=O)Nc1nn(CC(C)C)c2nc3ccccc3cc12
    x	7	x	4	1	2	-1	7
23. COc1cc(C(=O)N2CCC3(CC2)NCCc2[nH]cnc23)cc(OC)c1OC
    -2	-11	0.5	-2	-15	-3	13	-12
24. COc1ccc(-n2c(SCC(=O)N(C)c3ccccc3)nc3c([nH]c4ccccc43)c2=O)cc1OC
    -6	x	2.0	x	x	-1	-1	x
25. CC(C)c1cc(C(=O)Nc2sc3c(c2C#N)CCC3)no1
    6	x	-2.0	36	x	x	x	-4
26. Cc1ccc(C)c(S(=O)(=O)NCc2ccncc2)c1
    x	49	x	0	3	3	-1	67
27. CC(OC(=O)c1nc(Cl)ccc1Cl)C(=O)Nc1ccccc1F (stereo not drawn)
    20	-7	-0.6	-15	1	-3	4	3
28. Cc1ccc(CNC(=O)C2CCC(=O)N(CCc3cccc(F)c3)C2)s1 (stereo not drawn)
    -5	3	3.2	-1	-5	3	1	-6
29. C[C@H](CO)N1C[C@H](C)[C@H](CN(C)S(=O)(=O)c2ccc(F)cc2)Oc2ccc(NC(=O)Nc3ccc(C(F)(F)F)cc3)cc2C1=O
    -28	-72	-0.3	3	x	0	-2	-3[16.7 µM]
30. C[C@H]1CCCCO[C@@H](CN(C)C(=O)Nc2ccc(F)cc2)[C@@H](C)CN([C@@H](C)CO)C(=O)c2cc(NC(=O)Nc3ccccc3)ccc2O1
    -33	24	-2.8	-1	11	-1	-1	2[16.7 µM]
31. Cc1nnc2sc(-c3cccc(F)c3)nn2c1=O
    11	-1	0.5	7	-3	-112	0	0
32. Cc1ccc(C(=O)c2ccccc2C(=O)OCC(=O)N2C(C)CCCC2C)cc1 (stereo not drawn)
    -25	14	-0.6	-3	3	x	x	x
33. CN(Cc1ccc(F)cc1)Cc1nc(-c2cnccn2)no1
    -5	6	-2.0	-9	0	x	x	-5
34. Cc1cccn2c(=O)c3cc(C(=O)NC4CCCCC4)c(=N)n(CCN4CCOCC4)c3nc12
    27	x	-0.5	6	2	x	x	x
35. Cc1cc(NC(=O)c2cc3cc([N+](=O)[O-])ccc3s2)no1
    x	-4	x	4	-1	0	-1	-3
36. COc1ccc(NC(=O)c2ccc(C)cc2Cl)c([N+](=O)[O-])c1
    x	x	x	-4	x	1	2	-1
37. Cc1cccc(CN(C)C[C@@H]2OCc3cn(nn3)CCCC(=O)N([C@H](C)CO)C[C@H]2C)c1
    12	-11	-1.1	4	2	-3	2	-1[16.7 µM]
38. COc1cc(C2Nc3ccc4ncccc4c3C3=C2C(=O)CCC3)ccc1O (stereo not drawn)
    x	-42	x	-1	x	0	-4	35
39. CCC(=O)N(C)C[C@@H]1Oc2ncc(C#C[C@H](C)O)cc2C(=O)N([C@H](C)CO)C[C@H]1C
    6	3	-4.4	6	x	2	-9	5[16.7 µM]
40. CC1CCC(C(C)C)C(OC(=O)Cn2c(-c3ccc(Cl)cc3)[n+](C)c3ccccc32)C1 (stereo not drawn)
    88	x	-2.2	2	-7	6	-1	-26
41. O=C(CCc1ccccc1)NCC1(c2ccccc2)CCCC1
    -26	7	-0.7	-8	-5	-3	-4	7
42. COc1ccc(-c2nnc(SCCC(=O)O)n2-c2ccccc2)cc1
    30	3	x	8	0	-2	2	x
43. CCn1c(SCC(=O)c2ccccc2)nnc1-c1cc2cc(Br)ccc2o1
    x	x	x	-9	x	4	-3	-3
44. CC1=NN(/C(=N\c2nnc(C)s2)Nc2ccccc2)[C@H](c2ccc(C)cc2)S1
    -20	x	x	x	x	0	0	5
45. NC(CCc1ccccc1)c1csc(Nc2ccc(C(=O)NCCO)cc2)n1 (stereo not drawn)
    0	-5	-1.5	-1	x	9	1	x
46. C[C@@H]1CCCCO[C@@H](CN(C)C(=O)c2ccccc2)[C@@H](C)CN([C@@H](C)CO)C(=O)c2cc(NC(=O)CCC(F)(F)F)ccc2O1
    -10	x	0.1	5	-3	3	1	2[16.7 µM]
47. Cn1c(=O)oc2cc(S(=O)(=O)NCCC(=O)N3CCc4ccccc4C3)ccc21
    7	-8	0.5	10	x	1	0	x
48. COc1ccc(-n2c(SCC(N)=O)nnc2-c2cccnc2)cc1
    x	-4	x	-16	14	-2	-2	-3
49. CC1CC(C)CN(C(=O)CCCn2c(=O)c3cccn3c3cccnc32)C1 (stereo not drawn)
    19	-8	1.1	-8	-16	1	6	4
50. CC1=NN(C(N)=S)C(=O)C1N=Nc1c(C)cc(C)cc1C (stereo not drawn)
    x	-10	x	12	-6	-3	1	2
51. CC(C)NC(=O)Nc1ccc2c(c1)C(=O)N([C@H](C)CO)C[C@@H](C)[C@H](CN(C)S(=O)(=O)c1ccccc1)OCCCC[C@@H](C)O2
    -9	x	0.1	u	-13	10	0	-1[16.7 µM]
52. CN(C)CC(=O)N[C@H]1CC[C@@H](CC(=O)NCc2ccc(Cl)cc2)O[C@H]1CO
    -3	0	3.1	-7	x	6	0	x
53. CO[C@@H](CN(C)C(=O)C1CCOCC1)[C@H](C)CN([C@H](C)CO)S(=O)(=O)c1ccccc1
    14	-3	-0.2	6	4	1	-1	x
54. C[C@H]1CN([C@@H](C)CO)C(=O)c2cc(NS(=O)(=O)c3ccccc3)ccc2O[C@@H]1CN(C)Cc1ccccc1
    5	20	-1.7	4	x	4	-2	0[16.7 µM]

High-throughput results: PubChem BioAssay, Broad Institute
